# Source: PubChem BioAssay (several laboratories)
# GDH-TPI inh: GDH-TPI coupled enzyme inhibition counter-screen; 360,000 tested, 1.2% active; AID 588335; GDH-TPI coupled enzyme counterscreen, NADH absorbance; inhibition, % at 4.8 µM; in the data active = inhibition above about 30%;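 also: 0% = DMSO wells and 100% = wells lacking the enzyme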
# FBA Mtb inh: Mtb fructose-bisphosphate aldolase inhibition; 360,000 tested, 2.3% active; inhibition, % at 1 µM; purified M. tuberculosis FBA, fluorescence read-out; in the data active = inhibition above about 27%;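 also: 0% = vehicle and 100% = reference inhibitor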
# Target sequence (P9WQA3 whole entry, looked up): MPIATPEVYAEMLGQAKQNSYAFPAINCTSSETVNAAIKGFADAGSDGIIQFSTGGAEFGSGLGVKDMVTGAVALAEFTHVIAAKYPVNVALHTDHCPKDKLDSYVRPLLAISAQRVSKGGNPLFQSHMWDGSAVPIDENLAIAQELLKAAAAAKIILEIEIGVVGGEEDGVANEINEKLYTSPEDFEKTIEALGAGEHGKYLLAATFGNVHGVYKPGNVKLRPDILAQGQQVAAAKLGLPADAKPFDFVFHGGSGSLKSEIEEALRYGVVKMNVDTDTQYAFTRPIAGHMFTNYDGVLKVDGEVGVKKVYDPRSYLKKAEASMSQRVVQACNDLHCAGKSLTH
# BH1578 lux ind: quorum light induction in luxS cqsA deficient V. cholerae; V. cholerae BH1578 lux reporter, luminescence, 6 h; activation, % at 18.7 µM; 350,000 tested, 0.16% active; AID 588436; in the data active = activation mostly above about 9.7%, no sharp cut-off; also: not every result past the cut was called active; inactives centre near 0; reference of the scale not given here
# Mtb BioA inh: blocks M. tuberculosis BioA enzyme activity; purified M. tuberculosis BioA enzyme, plate reader; inhibition, % at 9.99 µM; 360,000 tested, 0.096% active; in the data active = inhibition above about 40%
# MazF activator: activators of E. coli MazEF toxin-antitoxin RNase. P0AE70. FAM/BHQ RNA-DNA oligo cleavage fluorescence, 5 h. activation, % at 20 µM. 350,000 tested, 0.32% active; in the data active = activation above about 50%
# Target sequence (P0AE70 whole entry, looked up): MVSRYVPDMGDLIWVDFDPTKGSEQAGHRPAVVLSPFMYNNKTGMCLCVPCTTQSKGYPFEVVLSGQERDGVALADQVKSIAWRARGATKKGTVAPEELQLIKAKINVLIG
# Rv3671c protease: Rv3671c (M. tuberculosis) protease inhibition; P9WHR9; AID 2606; 320,000 tested, 0.048% active; inhibition, % at 5.96 µM; in the data active = inhibition above about 38%;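 also: extracellular domain of Rv3671c used as enzyme; 0% = enzyme with DMSO and 100% = no enzyme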
# UGM FP inh: inhibitors of M. tuberculosis UDP-galactopyranose mutase; purified UGM, fluorescence polarization probe displacement; P9WIQ1; inhibition, % at 10 µM; 320,000 tested, 0.06% active; AID 504406; in the data active = inhibition above about 10%, passing the limit was not always enough
# Target sequence (P9WIQ1 whole entry, looked up): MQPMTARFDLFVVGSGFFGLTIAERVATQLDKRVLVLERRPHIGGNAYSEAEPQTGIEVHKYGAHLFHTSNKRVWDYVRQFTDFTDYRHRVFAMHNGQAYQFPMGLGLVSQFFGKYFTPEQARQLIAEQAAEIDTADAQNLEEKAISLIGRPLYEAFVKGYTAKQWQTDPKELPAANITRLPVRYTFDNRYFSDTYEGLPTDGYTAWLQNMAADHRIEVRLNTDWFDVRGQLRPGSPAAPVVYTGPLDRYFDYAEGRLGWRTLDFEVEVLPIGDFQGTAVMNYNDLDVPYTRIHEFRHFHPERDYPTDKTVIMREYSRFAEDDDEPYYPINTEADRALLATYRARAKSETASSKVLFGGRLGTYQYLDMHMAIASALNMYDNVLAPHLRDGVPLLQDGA
# 3CLpro inhibitor: SARS-CoV 3CLpro protease inhibition | inhibition, % at 6 µM | recombinant SARS-CoV 3CLpro, quenched FRET peptide cleavage | 290,000 tested, 0.14% active; in the data active = inhibition above about 12%
# SSB-PriA inh: inhibitors of Klebsiella pneumoniae PriA binding to SSB C-terminal tail; inhibition, % at 33 µM; AlphaScreen SSBct-PriA binding, biotinylated peptide; 430,000 tested, 0.6% active; in the data active = inhibition mostly above about 37%, no sharp cut-off; inactive = mostly below about 20%;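 also: plate controls were negative control peptide for no effect and reference peptide for full effect; strong numbers were not always called active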
# DUSP3 inh: blocks human VHR1 dual specificity phosphatase | recombinant VHR phosphatase, pNPP absorbance | inhibition, % at 13.3 µM | 290,000 tested, 0.52% active; in the data active = inhibition above about 50%; also: some compounds called inactive have numbers as strong as hits
# Target sequence (P51452 whole entry, looked up): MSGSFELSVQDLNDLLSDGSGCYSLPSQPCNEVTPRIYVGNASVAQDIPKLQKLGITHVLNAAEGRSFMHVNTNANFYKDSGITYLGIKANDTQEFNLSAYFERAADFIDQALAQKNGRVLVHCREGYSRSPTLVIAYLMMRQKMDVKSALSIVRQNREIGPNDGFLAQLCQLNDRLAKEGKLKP
# Starred values were filed as active, the others as inactive; i = inactive; . = not tested or not shown; & = joins results of further samples. These rows are one share of the data, so the mix of outcomes need not match the whole.
SMILES,GDH-TPI inh,FBA Mtb inh,BH1578 lux ind,Mtb BioA inh,MazF activator,Rv3671c protease,UGM FP inh,3CLpro inhibitor,SSB-PriA inh,DUSP3 inh
CCOC(=O)N1CCN(C(=O)c2c(Cl)cnn2C)CC1,-11,1,-0.1,-2.2,5,.,0.4,0,-15,28
CC(=Cc1cccs1)C(=O)c1ccccc1,32*,-1,i,.,3,.,.,.,.,.
CC(C)(C)C(=O)O/N=C(\N)COc1cccc(Cl)c1,0,0,i,.,-16,8,0.7,1,i,4
CC(=O)CC(=O)Nc1nc(C)cc(C)n1,4,1,-2.3,.,6,2,-0.6,-1,-21,2
Cc1cc(C(=O)O[C@H]2[C@H](C)NS(=O)(=O)[C@H]3C[C@@H]4C=C[C@]23O4)cc([N+](=O)[O-])c1,4,-1,-0.3,2.4,8,-3,2.8,.,0,.
Cc1cc(NC(=O)CCCC(=O)OCC(F)(F)C(F)F)cc(C)c1C(=O)O,8,-1,-0.6,-1.5,-1,4,-0.4,3,-9,37
Cc1ccc(OCc2ccc(C(=O)Nc3cc(C)on3)o2)c([N+](=O)[O-])c1,22,6,-0.9,-1.2,-4,-6,-1.3,-3,5,23
CN1CCN(C(=O)C(=O)c2cn(CC(=O)N3CCOCC3)c3ccccc23)CC1,-5,6,1.5,-0.1,1,.,.,.,.,.
CN1CN(C)c2ccc([N+](=O)[O-])c3cccc1c23,15,-4,i,-0.5,4,4,0.8,2,-14,0
COc1ccc(OC)c(NC(=O)N[C@@H](Cc2ccccc2)C(=O)O)c1,1,0,-5.6,0.7,-3,-6,-1.7,3,-9,19
Cc1onc(-c2ccccc2)c1C(=O)N1CCN(S(=O)(=O)c2ccccc2C(F)(F)F)CC1,-8,-1,-0.2,-0.5,-35,4,-3.8,2,-17,2
Oc1ccccc1CNCCCNCc1ccccc1O,-6,2,-0.1,-2.1,4,-1,-1.1,-8,-7,22
Cn1c(=O)c2c(nc(OCc3cccnc3)n2Cc2ccccc2)n(C)c1=O,-11,-5,.,70*,1,-1,8.0,0,-9,6
Cc1ccc([N+](=O)[O-])cc1NC(=O)CSc1nnc(C)n1CC1CCCO1 (centres undefined),-4,-1,-0.4,-2.3,-2,0,-0.7,-2,-5,-15
Cc1cccc(Nc2nc(N)nc(CN3CCN(c4ccccc4)CC3)n2)c1,0,2,-0.2,1.8,-1,-1,2.7,-6,8,12
Cc1cc(C)n(NC(=S)NC2CCCC2)c(=O)c1C#N,5,1,i,6.8,-15,-2,0.7,2,-1,-19
CCC1=NN2C(=N)/C(=C\c3cccn3-c3ccc(C)cc3C)C(=O)N=C2S1,26,-3,-0.3,.,-4,2,-0.4,12,16,21
O=C(Oc1ccc2c(c1)O/C(=C\c1ccncc1)C2=O)c1cccs1,12,-4,-0.6,-5.8,42,-1,-1.0,6,-7,39
CCOC(=O)c1c(C)n(-c2ccc(C)cc2)c2ccc(OCC(O)CN3CCN(C)CC3)cc12 (centres undefined),1,8,i,.,-13,.,.,3,36,4
Cn1nccc1C(=O)Nc1ccc(OC(=O)c2ccnn2C)cc1,17,0,i,-2.2,3,-3,-1.0,2,-1,31
Cc1cccc(N2CCN(C(=O)CCn3c(=S)[nH]c4cc5c(cc4c3=O)OCO5)CC2C)c1 (centres undefined),5,0,-0.2,-6.7,1,9,5.0,-4,-7,13
COCCCNC(=O)c1c(NC(=O)c2ccco2)n(Cc2ccccc2)c2nc3ccccc3nc12,15,45*,i,4.0,-2,-21,-1.3,2,12,-12
O=C(CCNC(=O)c1ccc(Br)cc1)Nc1ccccc1N1CCOCC1,-4,5,-0.4,.,2,-3,2.2,.,11,.
Cn1cccc1/C=N/N1CCN(Cc2ccccc2Cl)CC1,12,2,i,0.6,-7,-9,-2.9,-2,i,16
O=C(CCN1C(=O)/C(=C\c2ccco2)SC1=S)Nc1ccc(C(=O)O)c(O)c1,14,5,i,-0.2,-2,-17,1.2,7,-2,-9
CN1CCN(C(=O)/C(=C/c2cccc([N+](=O)[O-])c2)NC(=O)c2ccccc2)CC1,3,1,i,-0.3,0,-13,-1.7,-3,-9,-19
CCOC(=O)C(NC(C)=O)C(OC(C)=O)c1cccc([N+](=O)[O-])c1 (centres undefined),7,3,-6.2,0.0,-9,-4,1.3,2,-10,-3
C=CCNc1ncnc2c1cnn2-c1ccc(Cl)cc1,8,11,-0.1,2.4,10,-1,1.5,3,-13,30
COC(=O)C1(C)NC(c2ccc(F)cc2)C2C(=O)N(c3ccccc3)C(=O)C21 (centres undefined),13,3,-0.4,-0.2,6,-2,-0.5,1,-2,-6
CC1CC(C)(C)NC(C)c2ccccc21 (centres undefined),11,0,i,-2.3,8,-1,0.2,-2,-7,19
Cc1cnc(C(=O)Nc2ccc(F)c(F)c2)cn1,11,3,i,14,2,1,-2.0,1,-13,-22
Cc1ccccc1S(=O)(=O)NC(=O)C1(C)CCN1C(=O)Cc1ccc(C(C)(C)C)cc1 (centres undefined),8,2,-0.1,0.4,.,.,.,.,.,.
CCN(C(=O)COC(=O)CNC(=O)c1cccs1)c1c(N)n(Cc2ccccc2)c(=O)[nH]c1=O,7,1,-0.8,-0.5,6,.,.,.,-22,.
CC(=O)c1ccccc1OCC(O)CNC1CCCC1 (centres undefined),7,2,4.3,.,3,-3,-2.9,6,-3,12
COC(=O)c1cccc(NC(=O)C2C3CCC(C3)C2C(=O)O)c1 (centres undefined),2,4,.,-1.1,-2,-5,-0.7,4,-6,-4
Cc1nn(C(C)(C)C)c(NC(=O)c2ccc(Cl)cc2)c1Br,7,0,-0.6,-1.8,0,-7,2.0,-3,-5,-19
O=C(CSc1ccc(Cl)cc1)Nc1ccc(-c2nc3ccccc3[nH]2)cc1,6,20,-0.1,-0.8,-11,-27,-1.5,6,3,8
COc1cccc(S(=O)(=O)Nc2ccc(C(=O)Nc3ccncc3)cc2)c1,11,1,-2.7,.,3,-9,2.3,-4,3&-2,-5
COc1ccc(C)cc1NC(=O)CN1CCCN(S(=O)(=O)c2ccc(Br)cc2)CC1,-4,-1,-0.5,1.2,1,-6,-3.2,-6,6,4
COc1ccc(CNC(=O)C2CCCN2S(=O)(=O)c2ccccc2)cc1 (centres undefined),-2,1,i,1.3,-3,-2,2.8,3,-6,32

# Whole records from above.
# Profile of Cc1nn(C(C)(C)C)c(NC(=O)c2ccc(Cl)cc2)c1Br = GDH-TPI inh = 7; FBA Mtb inh = 0; BH1578 lux ind = -0.6; Mtb BioA inh = -1.8; MazF activator = 0; Rv3671c protease = -7; UGM FP inh = 2.0; 3CLpro inhibitor = -3; SSB-PriA inh = -5; DUSP3 inh = -19
# Profile of COc1ccc(C)cc1NC(=O)CN1CCCN(S(=O)(=O)c2ccc(Br)cc2)CC1 = GDH-TPI inh = -4; FBA Mtb inh = -1; BH1578 lux ind = -0.5; Mtb BioA inh = 1.2; MazF activator = 1; Rv3671c protease = -6; UGM FP inh = -3.2; 3CLpro inhibitor = -6; SSB-PriA inh = 6; DUSP3 inh = 4

# New compounds follow.
SMILES,GDH-TPI inh,FBA Mtb inh,BH1578 lux ind,Mtb BioA inh,MazF activator,Rv3671c protease,UGM FP inh,3CLpro inhibitor,SSB-PriA inh,DUSP3 inh
Cc1cc(C)cc(C(=O)Nc2ccc(NC(=O)Cc3ccccc3)cc2)c1,-1,3,-2.0,-0.7,-7,-3,3.2,0,3,13
O=C(Nc1cccc(C(F)(F)F)c1)c1cccc(NS(=O)(=O)c2ccc(Br)c(C(=O)O)c2)c1,-15,8,-2.0,.,1,-30,3.2,7,-4,32
O=C(Nc1cccc(C2=NCCN2)c1)Nc1cccc(C2=NCCN2)c1,-2,-1,0.4,1.5,14,4,3.1,.,-1,.
CCOC(=O)c1c(C(=O)OCC)c(C)n(N2C(=O)CSC2=S)c1C,-2,6,i,-2.5,-16,-28,1.6,0,3,0
CCOC(=O)c1c(NC(=O)CN2C(=O)NC3(CCCCC3C)C2=O)sc(C(=O)N(C)C)c1C (centres undefined),1,-1,-2.4,.,4,-1,-1.1,.,-2,.
O=C(CNC(=O)Cc1ccccc1)NCC(=O)OCc1ccccc1,2,3,i,-1.7,-21,-3,-2.4,-7,-10,-5
Cc1nn(CC(C)C)c(=S)[nH]c1=O,2,-3,0.1,-3.4,1,-2,1.6,-6,-16,-8
COc1ccccc1Oc1ncnc2c1cnn2-c1ccccc1,-8,3,-0.3,-1.4,1,9,-1.2,0,7,-11
CC(C)c1nnc(NC(=O)Cc2cccs2)s1,3,-1,-0.3,-1.1,0,-4,-0.8,7,-11,30
CC(=O)Nc1ccc(C(=O)NN2C(=O)c3ccccc3C2=O)cc1,0,0,i,-0.5,2,3,1.2,3,-16,13

# The last 3 compounds of the section before open the next one:
SMILES,GDH-TPI inh,FBA Mtb inh,BH1578 lux ind,Mtb BioA inh,MazF activator,Rv3671c protease,UGM FP inh,3CLpro inhibitor,SSB-PriA inh,DUSP3 inh
COc1ccccc1Oc1ncnc2c1cnn2-c1ccccc1,-8,3,-0.3,-1.4,1,9,-1.2,0,7,-11
CC(C)c1nnc(NC(=O)Cc2cccs2)s1,3,-1,-0.3,-1.1,0,-4,-0.8,7,-11,30
CC(=O)Nc1ccc(C(=O)NN2C(=O)c3ccccc3C2=O)cc1,0,0,i,-0.5,2,3,1.2,3,-16,13
CCOC(=O)C1(Cc2ccccc2)CCN(Cc2cnn(-c3ccccc3)c2)CC1,3,0,-0.2,.,6,-19,2.0,-1,0,17
CCn1c2ccccc2c2cc(NC(=O)COC(=O)c3ccccc3O)ccc21,2,-1,1.1,.,-9,-5,0.0,-4,-18,11
Brc1cccc(C2Nc3cccc4cccc(c34)N2)c1,6,-1,-0.3,-1.0,12,-1,-0.1,1,5,13
COCCn1c(=O)[nH]c2cc(C(=O)NCCN3CCN(c4cccc(Cl)c4)CC3)ccc2c1=O,-8,3,-0.3,-1.0,-2,-9,-3.5,-6,-16,22
Cn1c(=O)n(C)c2cc(NC(=O)c3cccc([N+](=O)[O-])c3)c(Br)cc21,4,0,-2.4,.,2,-2,-0.5,3,-5,-6
CCCCCCOc1ccc(C(=O)NCCCn2ccnc2)cc1,-9,0,-0.6,.,-3,-7,-0.9,-1,3,6
Cc1cccc(C)c1OCc1n[nH]c(=S)n1N,-2,0,i,.,2,3,0.4,2,-1,13
CCOc1ccc(-n2c(-c3ccccc3)c[nH]c2=S)cc1,0,3,-0.6,-0.1,18,-2,3.6,-3,-6,15
O=C(Nc1ccc(O)c(C(=O)O)c1)c1cccc(NC(=O)c2ccco2)c1,29,3,i,-1.3,-15,2,1.8,1,0,-18
COc1ccc(CNS(=O)(=O)c2c(C(=O)N3CCCCC3)c(C)n(C)c2C)cc1,0,4,i,1.0,11,-2,-0.7,0,2,-7
CCc1ccc(NCc2cc3c(C)nn(-c4ccccc4)c3[nH]c2=O)cc1,11,6,-12,0.2,0,13,0.5,-1,-5,-8
O=C(CCNC(=O)c1ccc([N+](=O)[O-])cc1)N/N=C/c1ccc(F)cc1,0,6,1.9,-1.0,-15,-3,2.3,6,.,34
Cc1ccc(C(=O)NC(=S)NNC(=O)COc2ccc([N+](=O)[O-])cc2)cc1,7,-3,-0.6,-1.1,9,1,1.2,1,0,29
COc1ccccc1NC(=O)COC(=O)c1cc(C)oc1C,11,1,.,-0.7,-7,-4,-0.4,.,-11,.
CCN1CCN(CC(=O)N2N=C(c3cccs3)CC2c2ccc(F)cc2)C(=O)C1=O (centres undefined),10,-3,-2.8,.,-7,4,0.9,6,4,30
CCOP(=O)(OCC)OCC,-2,4,-0.1,-0.2,6,-3,-1.5,.,-1,.
CCCN(CC(=O)Nc1ccc(C)cc1Br)CC(=O)Nc1ccc(F)c(F)c1F,-3,0,-0.3,0.8,-8,2,1.0,5,-22,18
CCC(NC(=O)c1cc(COc2cncc(Cl)c2)on1)c1ccc(C)cc1 (centres undefined),2,0,-0.3,0.7,1,-6,-2.3,2,-19,-11
CN(C)c1cccc(C(=O)OCC(=O)N(Cc2ccccc2)C2CCS(=O)(=O)C2)c1 (centres undefined),-2,0,-0.1,0.0,1,6,-1.1,1,-3,14
CCOC(=O)C1=C(c2ccccc2)OC(N)=C(C#N)C1C1CCCCC1 (centres undefined),-1,8,-2.2,.,-5,0,2.6,6,13,-10
